# VHR inh color – blocks the human dual specificity phosphatase VHR1; inhibition, % at 20 µM; 50,000 tested, 0.7% active; recombinant VHR phosphatase, colorimetric substrate read-out; P51452; in the data active = inhibition above about 60%; note: some results filed as inactive read as strong as hits
# Target sequence (P51452 whole entry, looked up): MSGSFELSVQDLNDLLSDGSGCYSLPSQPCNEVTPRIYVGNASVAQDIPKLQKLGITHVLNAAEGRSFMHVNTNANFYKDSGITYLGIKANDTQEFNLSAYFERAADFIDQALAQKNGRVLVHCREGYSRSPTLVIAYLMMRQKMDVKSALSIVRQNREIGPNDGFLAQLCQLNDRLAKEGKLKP
# * marks the source's active call; other numbers are inactive results. Some of the compounds tested; rates above refer to the full screens.
canonical_smiles	VHR inh color
O=C1OC(c2ccccc2Br)=N/C1=C\c1cccnc1	0
CCOCCOC(=O)c1ccc(NC(=O)COc2ccc([N+](=O)[O-])cc2)cc1	9
CN(C)CCNC(=O)COc1cccc2ccccc12	-10
CN(c1ccc(C(=O)Nc2cccnc2)cc1)S(=O)(=O)c1ccccc1	-52
CC(C)c1ccc(OCCOc2ncnc3ccccc23)cc1	3
O=C(O)Cn1c(O)c(C2=c3ccccc3=NC2=O)sc1=S	-2
CCN(Cc1ccccc1)C(=O)Cc1ccc(Cl)cc1	-2
CC1C(c2ccccc2)NC(c2ccccc2)C(C)C1O (stereo not drawn)	15
COc1ccc(/C=C2/C(=O)N(c3ccccc3)N=C2c2ccccc2)c(OC)c1	-6
C/C(=C\C(=O)c1ccc(Cl)cc1)Nc1ccc(Br)c(Cl)c1	8
CCOc1nc(Nc2ccc(Cl)cc2)nc(N2CCCCC2)n1	-31
CN(C)CCN1C(=O)C(=O)/C(=C(/O)c2ccccc2)C1c1ccc(N(C)C)cc1 (stereo not drawn)	-4
CC(=O)c1ccc(N2CCN(C(=O)c3cccs3)CC2)c(F)c1	-15
Cc1ccnc(NC(=O)c2cc3ccccc3o2)c1	-10
O=C1c2ccccc2-c2c(-c3ccccc3)sc(=O)n21	-6
O=C1CC(Cc2ccc(Cl)cc2)C(=O)N1C1CCCCC1 (stereo not drawn)	7
O=C(Nc1ccccn1)c1ccc2c(c1)OCO2	3
CC1=C(C#N)c2nc(N)c(C#N)c(C)c2/C1=C/c1cc(Cl)cc(Cl)c1Cl	18
CCOC(=O)c1c(NC(=O)c2ccc(OC)cc2)sc(C(C)=O)c1C	-6
Cc1ccc2c(c1)NC(c1ccc(F)cc1)C1=C(CC(c3ccccc3)CC1=O)N2 (stereo not drawn)	-28
COC(=O)c1ccc(/C=C/C(=O)c2cccc([N+](=O)[O-])c2)cc1	-18
COc1ccc([N+](=O)[O-])cc1N(CC(O)CN1CCCCC1)S(=O)(=O)c1ccc(C)cc1 (stereo not drawn)	-2
COc1cc(/C=C/c2ccc([N+](=O)[O-])cc2[N+](=O)[O-])ccc1O	10
CC(=O)c1cnc2c(-c3ccccc3)c(C)nn2c1C	-44
Clc1ccc(-c2ccc(/C=N/Nc3nc4ccccc4s3)o2)cc1	-4
CC1=NN(c2ccc(C(=O)O)cc2)C(=O)/C1=C\c1cccs1	2
CCOCCOC(=O)C1=C(C)NC2=C(C(=O)CC(C)(C)C2)C1c1cc([N+](=O)[O-])ccc1Cl (stereo not drawn)	-6
CCOC(=O)c1c(NC(=O)c2ccccc2F)sc2c1CCC(C)C2 (stereo not drawn)	-13
N#Cc1c2nc[nH]c(=O)c2c2n1CCC2	-2
C=C(C)CNC(=S)NNC(=O)CCn1c2ccccc2c2ccccc21	-33
CCOc1ccc(NC(=S)NC(NC(=O)c2cc(OC)c(OC)c(OC)c2)C(Cl)(Cl)Cl)cc1 (stereo not drawn)	0
Cc1ccc(C(=O)CCNc2ccccc2)cc1	-26
CCOC(=O)C(=O)Nc1ccc(C(N)=O)cc1	-9
Cc1ccc(/C=N/NC(=O)c2cc(C3CC3)[nH]n2)cc1	0
O=C1CC(CSc2nnc(-c3ccc(Cl)cc3)n2-c2ccccc2)=NN1	-9
O=C(NCc1cccnc1)c1cc2nc(-c3ccc(Cl)cc3)cc(C(F)(F)F)n2n1	-1
COc1ccc(N=C2SC(C(=O)N3CCN(c4ccc(F)cc4)CC3)CC(=O)N2C)cc1 (stereo not drawn)	8
CCCOc1cccc(C(=O)Nc2scc(-c3ccccc3)c2C(=O)OC(C)C)c1	-6
O=C(O)c1ccc(N2C(=O)CC(SC(=Nc3ccccc3)Nc3ccccc3)C2=O)cc1 (stereo not drawn)	-7
O=C(c1ccncc1)N1CCN(Cc2ccc(F)cc2)CC1	-4
O=[N+]([O-])c1cccc(CN2CCN(Cc3cccnc3)CC2)c1	-10
Cc1ccc(/C=N/NC(=O)C2CC(=O)N(c3ccccc3)C2)cc1 (stereo not drawn)	-4
O=C(/C=C/c1ccc(Cl)cc1)Nc1ccc(O)c(-c2nc3ccccc3o2)c1	-5
CCCCCc1nnc(NC(=O)CCCC)s1	4
C=CCNC(=O)C(=O)Nc1ccc(Cl)c(Cl)c1	5
COc1ccccc1C=NN1CCN(Cc2ccc(C)cc2C)CC1	-34
CC(=O)Nc1ccc(I)cc1C	-39
Cc1ccc(C(=O)Nc2cccc(Cl)c2)o1	97
COc1ccc(NC(=O)CCc2ccccc2)cc1	-22
COC(C(=O)NNC(=O)c1cccc(Cl)c1)c1ccccc1 (stereo not drawn)	1
Cc1ccc(OCCOc2ccc(Cl)cc2/C=C2/SC(=S)N(C)C2=O)cc1	3
CC1=C(C(=O)Nc2ccc(Cl)cc2)C(c2ccc([N+](=O)[O-])cc2)NC(=O)N1 (stereo not drawn)	-4
COc1cc(OC)c([N+](=O)[O-])cc1/C=C1\C=C(c2ccc(Br)cc2)OC1=O	58
O=C(Nc1ccc(I)cc1)/C(=C\c1cccc([N+](=O)[O-])c1)NC(=O)c1cccs1	-12
Cc1nnc2nc(-c3cccc(Cl)c3Cl)[nH]n12	-12
O=C(OCc1ccccc1)Sc1nc2ccccc2[nH]1	-14
CN1C(C)(C)CC(NC(=O)CCC(=O)NC2CC(C)(C)N(C)C(C)(C)C2)CC1(C)C	-1
Cc1ccc(Br)cc1S(=O)(=O)N1CCN(Cc2ccccc2)CC1	-16
COc1ccc(/C=C2\C(=O)NC(=S)N(c3cccc(Br)c3)C2=O)cc1[N+](=O)[O-]	94
COc1cc(/C=N/NC(=O)C(=O)N2CCCC2)ccc1O	-100

# New compounds follow:
canonical_smiles	VHR inh color
CCOc1ccc2nc(Cc3ccccc3)[nH]c2c1	13
Cc1ccc(NC(=S)NCCOc2ccccc2Cc2ccccc2)c(C)c1	-2
C=CCc1cccc(/C=N/NS(C)(=O)=O)c1O	-17
COc1ccc(CSc2nnc3c(n2)[nH]c2ccccc23)cc1	-4
Cc1cc(/C=N/NC(N)=O)c(C)n1-c1cccc(Cl)c1	-8
Cc1cc(Cl)ccc1NC(=O)/C=C/c1ccccc1	35
O=c1c2c(nc3cc(-c4cccc(Cl)c4)[nH]n13)CCS2	-10
COc1ccccc1NS(=O)(=O)c1cc([N+](=O)[O-])ccc1Cl	-3
CCc1ccc(CNCCc2ccccc2OC)cc1	-14
CN(C)c1ccc(NC(=S)Nc2ccccc2)cc1	12
Nc1cc(N)c(N2CCCCC2)cc1N1CCCCC1	16
CCOc1ccc2ccccc2c1/C=N/c1oc(C)c(C)c1C#N	-21
O=C(Nc1ccc(Cl)cc1Cl)c1ccc(I)cc1	-24
COc1cc(NC(=O)c2cccc(OCc3ccccc3)c2)ccc1NC(=O)c1ccco1	-3
O=[N+]([O-])c1ccc(CSc2nnc(-c3ccncc3)n2-c2ccccc2)cc1	-3
Cc1ccc(N=Cc2ccc(C#N)cc2)cc1I	-3
O=C(/C=C/c1ccco1)Nc1cc(Cl)cc(Cl)c1	23
CC(=O)C1=C(O)C(=O)N(CC2CCCO2)C1c1ccccc1[N+](=O)[O-] (stereo not drawn)	-8
C(#Cc1ccc2noc(-c3ccccc3)c2c1)c1ccccc1	-20
CCc1c(O)nc(SCC(=O)N2CCCCC2)[nH]c1=O	-22
Cc1cc(C=C2C(=O)NC(=S)NC2=O)c(C)n1-c1ccc(Br)cc1	-15
CS(=O)(=O)N(Cc1ccc(Cl)cc1)c1ccc(C(=O)NC2CCCC2)cc1	-25
COc1ccc(C(=O)NNC(=O)COc2ccc(C)cc2C)cc1	-2
COc1cc(OC)c(OC)cc1CN1CCN(C(=O)COc2ccccc2)CC1	9
O=c1[nH]c(-c2ccncc2)nc2ccccc12	-28
O=C(O)CCC(=O)Nc1ccc(Cc2ccc(NC(=O)CCC(=O)O)cc2)cc1	-9
S=C(c1ccncc1)N1CCOCC1	-2
CC(=O)c1ccc(Nc2nc(-c3ccccc3O)nc3ccccc23)cc1	-8
COc1ccc(-n2c(-c3cccc(C)c3[N+](=O)[O-])n[nH]c2=S)cc1	14
Cc1ccc(O)c(/C=C2\Sc3ccccc3C2=O)c1	1
COC(=O)c1ccccc1NC(=O)CN(c1ccccc1)S(=O)(=O)c1ccccc1[N+](=O)[O-]	-7
Cc1ccc(N2C(=O)C3ON(c4ccccc4)C(c4ccc(F)cc4)C3C2=O)cc1 (stereo not drawn)	-38
C/C(=C\C(=O)c1ccccc1)Nc1cccc(Cl)c1Cl	-7
O=C(COc1ccccc1[N+](=O)[O-])Nc1ccc(O)c(-c2nc3ccccc3s2)c1	2
Cc1cc(Cl)ccc1NC1=NCC(C)S1 (stereo not drawn)	3
COc1ccc(S(=O)(=O)N(CC(=O)N=Nc2c(O)[nH]c3ccccc23)c2cc(C)cc(C)c2)cc1OC	-23
COc1ccc(OC(C)C(=O)Nc2ccc3c(c2)OCCO3)cc1 (stereo not drawn)	-3
CCOC(=O)c1ccccc1NC(=O)Cc1cccs1	3
CCOc1cc(/C=C2/SC(=S)N(C)C2=O)cc(Br)c1OCc1ccccc1Cl	-1
CN(C)c1nccc(N(Cc2ccccc2)Cc2ccccc2)c1C#N	24
COc1ccc(OC)c(N2C(=O)CC(Cc3cc(C)cc(C)c3)C2=O)c1 (stereo not drawn)	10
O=C(CCc1ccccc1)N1N=C(c2cccc([N+](=O)[O-])c2)CC1(O)C(F)(F)F (stereo not drawn)	22
CN(Cc1ccccc1)Cc1c[nH]c2ccccc12	-14
O=C(CCc1ccccc1)Nc1ccccc1F	-12
CCOC(=O)c1sc(C)c(C#N)c1N	-14

# Given with each value named: part of the list above.
> Cc1ccc(N2C(=O)C3ON(c4ccccc4)C(c4ccc(F)cc4)C3C2=O)cc1 (stereo not drawn)
  VHR inh color = -38

> C/C(=C\C(=O)c1ccccc1)Nc1cccc(Cl)c1Cl
  VHR inh color = -7

> O=C(COc1ccccc1[N+](=O)[O-])Nc1ccc(O)c(-c2nc3ccccc3s2)c1
  VHR inh color = 2

> Cc1cc(Cl)ccc1NC1=NCC(C)S1 (stereo not drawn)
  VHR inh color = 3

# A different layout for 3 compounds above.
> COc1ccc(OC)c(N2C(=O)CC(Cc3cc(C)cc(C)c3)C2=O)c1 (stereo not drawn)
  VHR inh color: 10

> O=C(CCc1ccccc1)N1N=C(c2cccc([N+](=O)[O-])c2)CC1(O)C(F)(F)F (stereo not drawn)
  VHR inh color: 22

> CN(Cc1ccccc1)Cc1c[nH]c2ccccc12
  VHR inh color: -14

# (cont.)
canonical_smiles	VHR inh color
NC(=O)c1ccccc1NC(=O)CCCCC(=O)Nc1ccccc1C(N)=O	-6
CCN(CC)CCNc1ccc([N+](=O)[O-])c2cccnc12	-6
O=C1CS/C(=N/N=C/c2ccc(-c3ccc([N+](=O)[O-])cc3)o2)N1	-28
CCn1c(O)c(N=NC(=O)c2cccc([N+](=O)[O-])c2)c2ccccc21	-1
Cc1ccc(C(=O)Nc2cccc(O)c2)o1	8
CC1=NN(C(=O)Cc2ccc([N+](=O)[O-])cc2)C(O)(c2ccc(Cl)cc2)C1 (stereo not drawn)	-7
CCN(C(=O)c1cc(OC)c(OC)cc1[N+](=O)[O-])c1ccccc1	-4
COc1cc(C=Nc2ccc(Oc3ccc(N=Cc4ccc(O)c(OC)c4)cc3)cc2)ccc1O	16
CCOC(=O)C1=C(O)/C(=C/c2cccc(O)c2)SC1=Nc1cccc(Cl)c1	-7
CCc1ccc(OCc2nnc(NC(=O)Nc3ccc(Cl)c(Cl)c3)s2)cc1	-8
COc1ccc(CNC(=O)c2nn3c(c2Cl)NC(c2ccc(C)cc2)CC3C(F)(F)F)cc1 (stereo not drawn)	-42
Cc1ccc(C(=O)Nc2ccccc2C(=O)NC2CCCCCC2)cc1	-22
C=CCN1C(=O)/C(=C\c2ccc(-c3ccc(Cl)c(Cl)c3)o2)SC1=S	8
Oc1ccc(C=NCC2COc3ccccc3O2)cc1 (stereo not drawn)	-38
Cc1[nH]n(-c2ccccc2)c(=O)c1C(c1c(Cl)cccc1Cl)c1c(C)[nH]n(-c2ccccc2)c1=O	-11
COc1ccc(-c2nnc(-c3ccc(Cl)cc3)o2)cc1	-10
O=C1NC(=S)NC(=O)C1=Cc1cc(Cl)c(O)c(Cl)c1	40
COc1cc(/C=C2/C(=O)NC(=O)N(c3ccc(C(C)C)cc3)C2=O)ccc1O	4
COc1ccccc1NC(=O)/C=C/c1ccc(C)o1	9
COc1cc2c(C)[nH]c(=O)c(CC(=O)Nc3ccccc3)c2cc1OC	1
CC(=O)NC1=NC(=O)/C(=C\c2cn(C)c3ccccc23)S1	-6
CN1CCN(c2ccc(/C=C3\NC(=S)NC3=O)cc2[N+](=O)[O-])CC1	-4
CCOc1ccc(NC(=S)NC(=O)COc2ccccc2)cc1	-6
COc1ccc(OC)c(N(CC(=O)O)S(C)(=O)=O)c1	-12
FC(F)(F)c1ccc(CN2CCN(Cc3ccco3)CC2)cc1	8
COc1cc(NC(=O)c2ccc(Cl)cc2Cl)ccc1NC(=O)c1ccco1	-23
CCN(Cc1ccccc1)C(=O)c1ccc(SC)cc1OC	16
CCc1cc2c(C)c(CC)c(=O)oc2cc1O	2
Cc1ccc(OCC(=O)O/N=C(\N)c2ccncc2)c(C)c1	-13
OCCN(CCO)c1nc2ccccc2[nH]1	10
O=C(Nc1nccs1)c1ccc(NC(=O)C2CCCCC2)cc1	-13
CCC(=O)Oc1ccc2oc(=O)cc(C)c2c1	-11
Cc1nc2ccccc2n1C(=O)c1ccc([N+](=O)[O-])cc1	-3
Cc1cc(OCC(O)CN2C(C)CCCC2C)ccc1C(C)C (stereo not drawn)	-10
COc1cccc(/C=C/c2nc3ccccc3c(=O)[nH]2)c1O	-32
CS(=O)(=O)N1CCN(c2ccc([N+](=O)[O-])c(N3CCCCC3)c2)CC1	4
CCOc1ccc(NC(=O)/C=C/c2ccc(C)o2)cc1	-2
